# NALP3 yeast inh: inhibitors of NALP3 inflammasome in yeast; inhibition, % at 10 µM; Yeast reconstituted NLRP3/ASC/caspase-1, beta-gal luminescence, 24 h; 0.39% of 330,000 active;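 active means inhibition of 50% or more; inactive means inhibition below 50%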;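 further: plate controls were induced DMSO wells for no effect and uninduced yeast grown without galactose for full effect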
# SENP1 FRET inh: SENP1 (human) catalytic domain inhibition | Q9P0U3 | recombinant SENP1 catalytic domain, CyPet-SUMO1-YPet FRET cleavage | inhibition, % at 10 µM | 0.21% of 360,000 active;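 active means inhibition at least 30% at 10 µM, raw YFP signal under a set limit, fluorescence ratio 0.5 to 1.5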;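 further: 0% = enzyme with DMSO and 100% = no enzyme wells; some results filed as inactive read as strong as hits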
# Target sequence (Q9P0U3 419-644 limits assumed): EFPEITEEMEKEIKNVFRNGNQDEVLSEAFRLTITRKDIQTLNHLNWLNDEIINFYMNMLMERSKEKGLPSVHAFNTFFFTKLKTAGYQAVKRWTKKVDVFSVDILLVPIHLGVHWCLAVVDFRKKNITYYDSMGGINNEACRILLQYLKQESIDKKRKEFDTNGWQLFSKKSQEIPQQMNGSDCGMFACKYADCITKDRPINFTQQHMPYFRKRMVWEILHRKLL
#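 Compound: 10 µM single point, 0.5% DMSO; Test system: hSENP1 catalytic domain, recombinant; Timing: 50 min reaction at room temperature; Technique: FRET, CFP and YFP emission; Control set: no-enzyme wells low, DMSO-plus-enzyme wells high control.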
# hIAP inh: human IAP inhibition; P09923; purified IAP, CDP-Star luminescence, 30 min; inhibition, % at 10 µM; 0.12% of 330,000 active;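 active means inhibition reaching a set limit with compound at 10 µM in the primary screen, cut at about 35% in these data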;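 further: plate controls were DMSO wells with enzyme for no effect and no-enzyme buffer wells for full effect; values of inactives mirror those of a sister screen read the other way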
# Target sequence (P09923 whole entry, looked up): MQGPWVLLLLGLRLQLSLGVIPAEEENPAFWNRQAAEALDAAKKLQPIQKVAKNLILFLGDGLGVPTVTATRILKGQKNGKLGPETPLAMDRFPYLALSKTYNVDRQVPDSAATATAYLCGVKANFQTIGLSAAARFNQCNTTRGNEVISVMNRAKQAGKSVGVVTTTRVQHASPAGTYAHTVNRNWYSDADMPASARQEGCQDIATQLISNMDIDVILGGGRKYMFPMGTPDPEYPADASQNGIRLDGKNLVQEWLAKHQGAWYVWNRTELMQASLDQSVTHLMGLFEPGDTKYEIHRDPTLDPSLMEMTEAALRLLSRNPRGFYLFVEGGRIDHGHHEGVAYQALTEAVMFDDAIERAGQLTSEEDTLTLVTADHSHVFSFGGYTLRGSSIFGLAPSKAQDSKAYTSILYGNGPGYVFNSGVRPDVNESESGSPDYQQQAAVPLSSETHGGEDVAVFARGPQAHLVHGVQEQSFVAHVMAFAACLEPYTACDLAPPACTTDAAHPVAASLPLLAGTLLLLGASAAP
# A3A deaminase: blocks human APOBEC3A ssDNA deamination; 0.41% of 330,000 active; AID 493011; P31941; recombinant A3A, FAM/TAMRA ssDNA deamination fluorescence; inhibition, % at 20 µM;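 active means at least 40% inhibition at 20 µM here, with at most 30% in a related deaminase screen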;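 further: plate controls were A3A with DMSO for no effect and wells lacking A3A enzyme for full effect; some results filed as inactive read as strong as hits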
# Target sequence (P31941 whole entry, looked up): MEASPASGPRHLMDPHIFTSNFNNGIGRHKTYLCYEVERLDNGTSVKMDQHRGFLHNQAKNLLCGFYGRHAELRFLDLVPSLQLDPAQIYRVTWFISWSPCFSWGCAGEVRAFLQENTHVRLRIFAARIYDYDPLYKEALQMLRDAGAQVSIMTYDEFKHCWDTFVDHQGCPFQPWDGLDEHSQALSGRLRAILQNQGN
# beta cell repl: inducers of beta-cell replication in MIN6 cells. AID 2380. 0.29% of 330,000 active. proliferation, % at 10 µM. MIN6 cells proliferation, ATPlite luminescence, 48 h; cells starved in 0.2% serum; 100% = growth in 10% serum;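 active means compounds whose signal lies at least 3.5 SD above the mean of all wells on their plate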;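 further: 0% = DMSO-treated cells in low-serum medium and 100% = 10% serum control; some compounds called inactive have numbers as strong as hits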
# A3G deaminase: blocks human APOBEC3G single-stranded DNA deamination; recombinant A3G, ssDNA deamination FAM/TAMRA fluorescence; inhibition, % at 20 µM; 0.28% of 330,000 active; AID 493012;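 active means inhibition of at least 40% at 20 µM, with no more than 30% in the related APOBEC3A deaminase screen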;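 further: plate controls were DMSO wells with A3G for no effect and wells lacking A3G enzyme for full effect; some compounds called inactive have numbers as strong as hits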
# hIAP act: human IAP activation. P09923. purified human IAP, CDP-Star luminescence, 30 min; active compounds read high; 1 = vehicle-only enzyme, 0 = enzyme-free background. activation factor at 10 µM. 0.16% of 330,000 active. AID 2524;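 active means activation factor of the enzyme at least 2-fold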; further: the source names both 10 and 20 µM as test concentration; values of inactives mirror those of a sister screen read the other way
# mIAP block: mouse IAP inhibition; purified mouse IAP, CDP-Star luminescence, 30 min; 0.2% of 330,000 active; inhibition, % at 10 µM; AID 2806;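 active means inhibition of at least 40% at 10 µM in the primary screen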;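 further: plate controls were DMSO with enzyme for no effect and no enzyme wells for full effect; values of inactives mirror those of a sister screen read the other way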
# mIAP activ: increases mouse intestinal alkaline phosphatase activity | muIAP, CDP-Star luminescence, 30 min; active compounds read high; 1 = vehicle-only enzyme signal, 0 = enzyme-free wells | activation factor at 10 µM | 0.24% of 330,000 active | AID 2805;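 active means activation factor of at least 2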; further: the source names both 10 and 20 µM as test concentration; values of inactives mirror those of a sister screen read the other way
#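 Assay system: mouse IAP enzyme / Compound: DMSO-dissolved test compounds / Timing: 30 min, room temperature / Measured by: luminescence from enzymatic CDP-Star hydrolysis / Control set: DMSO-only wells, enzyme-free buffer wells as negative control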
# Starred values were filed as active, the others as inactive. A portion of the library; the hit share may differ from the screen's.
SMILES,NALP3 yeast inh,SENP1 FRET inh,hIAP inh,A3A deaminase,beta cell repl,A3G deaminase,hIAP act,mIAP block,mIAP activ
Cc1ccc(C(=O)N2CCCC2)c(F)c1F,4.7,1.4,-4.0,1.9,0.5,-0.6,1.04,-7.1,1.07
O=C(Nc1ccc(N2CCOCC2)nc1)c1c(F)cccc1F,-5.9,4.8,10.1,-2.3,-1.6,-6.1,0.899,5.3,0.947
Cc1cc(Cl)c(S(=O)(=O)Nc2cc(S(=O)(=O)N3CCOCC3)ccc2F)cc1OCC(N)=O,-5.1,2.9,-6.8,0.9,0.3,-7.7,1.07,-1.2,1.01
O=C(NCCCn1ccnc1)c1cc2c(s1)CCCCC2,-0.6,-0.9,-8.6,7.2,-1.5,1.1,1.09,1.9,0.981
COc1nc(C)nc2c1sc(=S)n2C,-8.8,1.4,-29.1,1.8,4.0,1.7,1.29,-2.7,1.03
COc1cccc(Nc2ncnc3nc[nH]c23)c1,-9.8,2.1,-57.0,-2.1,-2.1,-12.4,1.57,-0.1,1
CSc1ccccc1NC(=O)Cn1nc([N+](=O)[O-])cc1C,6.2,2.5,-16.8,-2.6,-2.1,-6.3,1.17,2.7,0.973
COC1=C/C(=C/c2c(N)n3nc(CC(=O)N4CCCCC4)sc3nc2=O)C=CC1=O,-29.4,-35.6,13.3,-4.7,-3.9,-2.8,0.867,13.5,0.865
CCN1CC2([N+](=O)[O-])CC=C(OC)C([N+](=O)[O-])(C1)C2 (stereo not given),-6.1,-1.9,-5.7,-0.2,0.0,-10.9,1.06,-3.0,1.03
COC(=O)C1=C(C)NC(=O)/C1=C/c1ccc(CNS(=O)(=O)c2ccc(C)cc2)o1,6.6,-0.8,12.3,3.6,-0.9,6.4,0.877,4.7,0.953
Cc1cc2c3c(c1)C(C)(c1ccccc1)CC(C)(C)N3C(=O)C21C(C#N)=C(N)OC2=C1C(=O)CC(C)(C)C2 (stereo not given),0.0,0.1,-1.7,1.9,-5.8,-0.7,1.02,9.4,0.906
COc1cccc(-c2nc(CCl)cs2)c1,7.3,3.6,0.1,0.6,-2.2,-0.6,0.999,-1.1,1.01
CN(C)c1ccc(NC(=O)c2cnsn2)cc1,-1.5,0.6,7.7,-1.8,-3.1,-4.2,0.923,2.5,0.975
CCn1cc(/C=C(\NC(=O)c2ccc(OC)c(OC)c2)C(=O)NCCN2CCOCC2)c2ccccc21,3.3,-30.1,3.0,-9.5,-2.0,-7.5,0.97,-3.0,1.03
O=C(NCc1ccccc1)c1ccc(-c2ccccc2F)o1,26.5,4.2,-3.0,6.3,-1.2,3.7,1.03,-11.4,1.11
COc1cccc(C(=O)OCC(=O)Nc2ccccc2N2CCOCC2)c1,12.7,-0.7,2.8,1.5,-0.4,-1.2,0.972,1.6,0.984
CCOC(=O)C1(Cc2cccc(OC)c2)CCCN(Cc2cc(OC)c(O)c(OC)c2)C1 (stereo not given),13.8,-1.5,-16.3,-3.6,-4.8,21.8,1.16,-1.8,1.02
COC(=O)c1ccc(NC(=O)C(=O)N2CCN(C(=S)Nc3ccccc3OC)CC2)cc1,13.7,2.0,-1.0,-5.3,-0.4,-3.5,1.01,-3.8,1.04
O=C(CSc1nc(=O)n2ccccc2n1)OCc1ccccc1,9.9,-1.8,-2.3,-1.7,0.2,-7.1,1.02,7.3,0.927
CC(=O)Nc1cccc(NC(=O)c2ccc3c(c2)CCN3S(C)(=O)=O)c1,10.5,2.7,1.1,-1.9,-1.3,-5.4,0.989,-4.4,1.04
CN(C)S(=O)(=O)c1ccc(Nc2nc(C3CC3)nc3c2nnn3Cc2ccccc2Cl)cc1,11.7,0.2,-2.0,4.0,0.0,-2.8,1.02,5.3,0.947
CC1CCN(c2c(NCC3CCC(C(=O)NCCc4ccccc4)CC3)c(=O)c2=O)CC1 (stereo not given),17.1,0.2,-1.8,3.5,1.4,4.9,1.02,4.7,0.953
CCn1c(CN2CCN(c3cccc(C)c3C)CC2)n[nH]c1=S,29.8,-0.4,-5.0,-1.7,0.3,3.4,1.05,7.4,0.926
CN1C(=S)SC(/[N+]([O-])=C\c2cccs2)C1(C)C (stereo not given),-23.5,2.1,17.6,-1.1,-0.6,-0.1,0.824,5.9,0.941
Cc1ccc(C(=O)Nc2c(-c3cccs3)nc3cc(C)ccn23)cc1,10.0,0.1,15.6,1.1,-0.8,-5.4,0.844,3.9,0.961
SMILES,NALP3 yeast inh,SENP1 FRET inh,hIAP inh,A3A deaminase,beta cell repl,A3G deaminase,hIAP act,mIAP block,mIAP activ
Cc1cc(=O)oc2cc(OCC(O)CN3CCN(c4ccccc4)CC3)ccc12 (stereo not given),29.6,1.5,13.9,-2.5,-0.1,-5.2,0.861,-0.7,1.01
Cc1nc2sc(C(=O)Nc3ccccc3)c(N)c2c(C)c1[N+](=O)[O-],5.5,1.7,6.8,2.5,-2.2,-4.0,0.932,9.6,0.904
COC(=O)c1ccc(CSc2ncn[nH]2)o1,3.9,0.6,10.5,-4.2,0.2,-8.1,0.895,9.9,0.901
CCc1ccc(NC(=O)Nc2ccc3c(c2)CCC3)cc1,15.4,0.1,-13.9,-0.8,-1.8,-6.2,1.14,-63.8,1.64
CC(C)N=C1NN=C(c2ccc(Cl)c(Cl)c2)CS1,14.6,2.9,6.9,0.1,-4.0,3.6,0.931,10.1,0.899
Fc1cccc(-c2cc3nc4c(c(N5CCC6(CC5)OCCO6)n3n2)CCCC4)c1,15.4,-0.1,4.6,-1.2,-4.4,-8.2,0.954,-3.5,1.03
Cc1ccc2nc(NC(=O)c3ccccc3F)sc2c1,23.6,0.0,-0.3,-3.6,-2.5,0.7,1,1.6,0.984
O=C(Nc1ccc2sc3ccccc3c(=O)c2c1)c1ccccc1Cl,24.2,-15.8,14.0,0.9,-0.4,-7.3,0.86,-11.5,1.11
O=C(NCCCc1ccccc1)C1CC(=O)N(c2ccc3c(c2)OCCO3)C1 (stereo not given),-1.4,-6.4,14.6,0.0,-1.8,-5.2,0.854,4.3,0.957
CCCn1nc(NC(=O)c2ccco2)c2cc3ccccc3nc21,24.9,-23.5,-1.6,1.4,0.1,-1.3,1.02,-13.8,1.14
CCN(c1ccccc1)c1cc(C)nc2nc(C)nn12,5.5,4.0,16.0,-3.6,-0.8,-2.0,0.84,27.2,0.728
COc1ccc(NC(=O)NC(C)c2ccccc2)cc1 (stereo not given),-0.5,1.0,3.2,1.1,0.6,-8.1,0.968,0.3,0.997
CCC(C)NC(=O)CS(=O)Cc1nc(-c2cccc(C)c2)oc1C (stereo not given),-5.1,2.7,19.5,-2.0,-0.1,-4.7,0.805,-1.5,1.01
O=C(/C=C/c1cccc(O)c1)c1ccc(N2CCOCC2)cc1,5.3,-3.1,11.5,1.4,-2.5,-6.2,0.885,0.3,0.997
COc1c(S(=O)(=O)Nc2cccnc2)ccc(Cl)c1Cl,12.6,-1.7,5.5,2.3,-1.7,-0.1,0.945,6.8,0.932
Cc1cc(C(=O)Nc2ncc(C)s2)c2ccccc2n1,8.0,1.7,1.4,-2.6,1.5,-3.8,0.986,-6.7,1.07
Cc1ccc(CNC(=O)C(=O)NCCC2CCCCN2S(=O)(=O)c2ccc(C)cc2)cc1 (stereo not given),10.5,1.8,3.2,-3.4,-4.9,-9.7,0.968,1.9,0.981
CCCCCc1ccc(OCCCC[n+]2cccc(C)c2)c(CCCCC)c1,1.1,0.9,5.3,2.0,-5.3,-1.1,0.947,8.9,0.911
CCN1C(=O)[C@@H]2Cc3c([nH]c4ccccc34)C(c3cc(OC)c(OC)c(OC)c3)N2C1=S (stereo not given in full),14.7,-25.2,-9.4,59.0*,1.1,-9.6,1.09,-44.4,1.44
CCc1nc(SCC(=O)OC(C)C)c2ccccc2n1,15.0,-2.8,20.6,1.0,1.7,-0.8,0.794,-4.1,1.04
N#Cc1cc(Oc2ccccc2)c(-n2nnc3ccccc32)cc1C#N,13.4,-1.0,35.2*,-4.6,-0.7,-3.9,0.648,7.6,0.924
COc1ccccc1-n1c(C)cc(SC)c(C(C)=O)c1=S,14.4,0.6,-18.7,-5.5,-2.0,-3.8,1.19,2.8,0.972
COC(=O)c1ccc(C(=O)OC)c(NC(=O)CN(c2ccccc2)S(=O)(=O)N(C)C)c1,0.4,-0.4,-4.6,-0.9,-3.5,6.5,1.05,-3.2,1.03
COc1ccc2oc(C(=O)OCC(=O)N(C)Cc3ccccc3)c(C)c2c1,31.4,-1.5,-18.3,2.3,3.1,-6.2,1.18,2.6,0.974

# Among those listed so far, these have a Cl atom:
SMILES,NALP3 yeast inh,SENP1 FRET inh,hIAP inh,A3A deaminase,beta cell repl,A3G deaminase,hIAP act,mIAP block,mIAP activ
Cc1cc(Cl)c(S(=O)(=O)Nc2cc(S(=O)(=O)N3CCOCC3)ccc2F)cc1OCC(N)=O,-5.1,2.9,-6.8,0.9,0.3,-7.7,1.07,-1.2,1.01
COc1cccc(-c2nc(CCl)cs2)c1,7.3,3.6,0.1,0.6,-2.2,-0.6,0.999,-1.1,1.01
CN(C)S(=O)(=O)c1ccc(Nc2nc(C3CC3)nc3c2nnn3Cc2ccccc2Cl)cc1,11.7,0.2,-2.0,4.0,0.0,-2.8,1.02,5.3,0.947
CC(C)N=C1NN=C(c2ccc(Cl)c(Cl)c2)CS1,14.6,2.9,6.9,0.1,-4.0,3.6,0.931,10.1,0.899
O=C(Nc1ccc2sc3ccccc3c(=O)c2c1)c1ccccc1Cl,24.2,-15.8,14.0,0.9,-0.4,-7.3,0.86,-11.5,1.11
COc1c(S(=O)(=O)Nc2cccnc2)ccc(Cl)c1Cl,12.6,-1.7,5.5,2.3,-1.7,-0.1,0.945,6.8,0.932

# Compound activity: PubChem, Sanford-Burnham Center for Chemical Genomics
